UTI89 phage lysis: inhibition of K1F phage lysis, E. coli UTI89, bacterial capsule biogenesis inhibitors, alamar blue (AID 488966); E. coli UTI89 K1F phage lysis, alamar blue, 2 h; higher % means a stronger effect; one-dose inhibition, % at 100 µM; IC50 in µM for titrated hits; actives 0.02% (n = 340,000);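 active = phage lysis inhibition, versus mean bacterial control, above a set limit; inconclusive = no clear call, values can overlap the other calls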;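 also: capsule biogenesis inhibitors block K1F phage lysis so surviving cells raise fluorescence; higher fluorescence means more inhibition of phage lysis; actives were called in the ten point dose series up to 300 µM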
M1AAP inhibition: malaria alanyl aminopeptidase activity blockers – biochemical, fluorogenic H-Leu-NHMec substrate, 1536-well (AID 1445); recombinant M1AAP, H-Leu-NHMec fluorogenic kinetic assay; higher % means a stronger effect; inhibition, % at 30 µM; hits with a dose series show IC50 in µM; actives 0.42% (n = 220,000);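 active = primary inhibition above the hit cutoff, then over 50% inhibition at one or more dose response concentrations, cut at about 23% in these data, passing the limit was not always enough; inconclusive = conflicting primary data, or primary hits not chosen for dose response; inactive = low primary inhibition, or under 50% at every dose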;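 also: plate controls were DMSO full reaction for no effect and no enzyme background for full effect; strong numbers were not always called active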
West Nile virus CPE: West Nile virus antiviral activity, cell-based, CPE readout (AID 1621). West Nile virus-infected cells, CPE inhibition; higher % means a stronger effect. one-dose CPE inhibition, % at 10 µM; IC50 in µM for titrated hits. actives 0.02% (n = 290,000); in the data active = a potency from the dose series; inconclusive = CPE inhibition mostly from about 3.7% at the one dose, without a potency; inactive = the rest, 99 in 100 with CPE inhibition below about 2.2%; also: strong numbers were not always called active
RSV CPE inhibition: RSV antiviral activity via CPE protection, HEp-2 cells, primary 10 µM value included (AID 2391); HEp-2 cells, RSV-induced CPE inhibition; higher % means a stronger effect; CPE inhibition, % at 10 µM; hits with a dose series show IC50 in µM; actives 0.13% (n = 310,000); in the data active = a potency from the dose series; inconclusive = CPE inhibition mostly from about 23% at the one dose, without a potency; inactive = the rest, 99 in 100 with CPE inhibition below about 21%; also: strong numbers were not always called active
human PMI inhibition: MPI enzyme activity inhibition – biochemical, fluorescence intensity, coupled assay, primary screen (AID 1209); inhibition, % at 20 µM, or IC50 in µM where a hit was titrated; purified PMI enzyme, coupled fluorescence intensity; higher % means a stronger effect; actives 0.42% (n = 190,000);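 also: plate controls were DMSO vehicle for no effect and wells lacking substrate for full effect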
P. falciparum M17LAP: P. falciparum M17LAP inhibitors, primary screen, biochemical, fluorogenic H-Leu-NHMec substrate, 1536-well (AID 1619); recombinant M17LAP, H-Leu-NHMec fluorogenic kinetic assay; higher % means a stronger effect; inhibition, % at 30 µM; hits with a dose series show IC50 in µM; actives 0.38% (n = 220,000);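 active = compound inhibiting the enzyme by more than half at any dose during confirmatory dose-response retesting; inconclusive = strong single-dose inhibitors picked by rank but not retested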;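 also: plate controls were full reaction with DMSO carrier for no effect and no enzyme background for full effect; strong numbers were not always called active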
TNAP activation fold: human TNAP enzyme activators, primary screen, biochemical, luminescent, no phosphate acceptor, uHTS (AID 1001); purified TNAP, luminescent activation assay, no phosphate acceptor; higher activation fold means a stronger effect; activation fold at 20 µM; hits with a dose series show EC50 in µM; actives 0.03% (n = 200,000); in the data active = activation fold from about 3, or a potency from the dose series; inactive = the rest, 99 in 100 with activation fold below about 1.6; also: many of its hits are not listed in these tables
PMI inhibition: MPI inhibition at elevated mannose 6-phosphate – biochemical, fluorescence intensity, high mannose 6-phosphate, primary screen (AID 1220). recombinant PMI enzyme, coupled fluorescence intensity; higher % means a stronger effect. one-dose inhibition, % at 20 µM; IC50 in µM for titrated hits. actives 0.66% (n = 190,000)
T cell modulator: modulates CD8 T cell binding to vesicles; 2C CD8+ T cell-vesicle binding, flow cytometry; active compounds read low; calls only at 7 µM; actives 0.068% (n = 330,000); AID 2052;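 active = response, share of CD8 T cells binding vesicles, and their 90th percentile fluorescence all below set limits, cut at about 80% in these data, passing the limit was not always enough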
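Material: murine 2C transgenic CD8+ T lymphocytes / Also added: QL9-peptide-loaded Drosophila micro-vesicles bearing Ld, ICAM-1 and B7-1 / Schedule: binding step 1.5 h, 37 °C, antibody labelling 20 min, ice / Signal: flow cytometry, PE anti-B7-1 (FL2) versus Alexa647 anti-CD8 (FL8), PFA-fixed / Evaluation: percent CD8+ FL2 mean versus row control / Benchmarks: naked versus QL9-loaded vesicles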
T cell modulator vesicle-bound %: second read-out of T cell modulator, no call of its own (marks repeat the call); double positive events, %; measured here: CD8+ vesicle-bound cell fraction;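 binding gate set so that unloaded-vesicle control wells show 10% double positive cells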
* = called active by the depositor; i = inactive; ? = inconclusive; . = not tested or not shown; [ ] = another dose, or the depositor's remark. Rule as the data show it, unless noted: active = inhibition above about 50%; inactive = the rest.

SMILES	UTI89 phage lysis	M1AAP inhibition	West Nile virus CPE	RSV CPE inhibition	human PMI inhibition	P. falciparum M17LAP	TNAP activation fold	PMI inhibition	T cell modulator	T cell modulator vesicle-bound %
O=C(O)c1ccc(CNC(=O)c2ccc3c(c2)C(=O)N(Cc2cccnc2)C3=O)cc1	0.3%	.	0.1%	0.2%	.	.	.	.	i	12.5
Cc1ccc(Nc2c3c(nc4ncnn24)CCC3)cc1	-0.4%	4.3%	0.8%	-2.2%	7.0%	0.5%	1.2	6.5%	i	16.0
O=C(Nc1cccc(Cl)c1)Nc1cccc(C(=O)O)c1	.	1.6%	0.5%	-0.2%	.	-7.7%	.	.	i	53.1
CSCC[C@H](NC(=O)c1cccs1)c1nnc2ccccn12	1.3%	.	0.0%	1.0%	.	.	.	.	i	39.9
NC(=O)Nc1n[nH]c(-c2ccccc2)n1	-0.8%[50 µM]	3.4%	0.7%	1.6%	.	-1.6%	.	.	i	17.5
N#C/C(=C/c1ccc(N2CCOCC2)o1)C(=O)NC1CCCCC1	-0.1%	13.4%	-0.7%	1.7%	-0.3%	109µM*	0.7	6.0%	i	26.1
Cn1c(=O)c2c(nc(CN3CCN(C(c4ccccc4)c4ccccc4)CC3)n2CCCO)n(C)c1=O	0.2%	.	-0.8%	1.5%	.	.	.	.	i	37.2
COc1ccccc1NC(=O)CSc1ncn[nH]1	2.0%	5.4%	-0.2%	1.4%	3.3%	36.8µM*	1	4.6%	i	43.5
Cc1ccc(OCCCCn2ccnc2)c([N+](=O)[O-])c1	-0.2%	1.6%	-1.1%	1.9%	15.3%	13.2%	0.9	4.7%	i	58.3
CCOC(=O)c1sc(N2C(=O)C(O)=C(C(=O)c3ccco3)C2c2cccc(Cl)c2)nc1C (stereo not drawn)	2.4%[50 µM]	.	0.6%	?	.	.	.	.	i	39.4
COc1cccc(OC)c1C(=O)Nc1cc(C)nn1-c1nc2ccccc2[nH]1	-0.2%	-19.0%	0.2%	0.8%	10.1%	-0.1%	2.3	7.1%	i	0.2
COc1cccc(N2CC(O)=C(c3nc4ccccc4s3)C2=N)c1	0.0%	6.3%	-1.6%	-0.4%	.	-6.0%	1.1	.	i	57.2
Cc1ccc(S(=O)(=O)N2CCC[C@H]2C(=O)OC(C)C(=O)Nc2ncc(Cl)cc2Cl)cc1 (stereo partly drawn)	5.2%	18.4%	0.6%	0.6%	6.3%	-1.5%	1.1	-4.1%	i	36.8
COc1c(C(=O)Nc2ccc(CN3CCOCC3)cc2)cc2ccccc2c1Br	0.1%	.	-0.2%	1.6%	.	.	.	.	i	27.2
COc1ccc(C(=O)n2nc(-c3ccc(Cl)cc3)nc2N)cc1OC	0.2%	-4.5%	.	1.6%	17.7%	-8.2%	0.8	14.5%	i	33.5
COc1ccc(C(c2c(C)[nH]n(-c3ccccc3)c2=O)c2c(C)[nH]n(-c3ccccc3)c2=O)cc1OC	-0.1%[50 µM]	8.3%	-1.0%	0.9%	-1.1%	14.8%	1.1	-1.1%	i	39.6
NC(=O)CC(NC(=O)c1ccccc1)c1ccc(NC2CCCCCCC2)c([N+](=O)[O-])c1 (stereo not drawn)	-0.3%	.	-0.1%	-2.9%	.	.	.	.	i	21.3
O=C1CC(/C=C/c2ccncc2)=Nc2ccccc2N1	-0.5%	5.9%	-0.1%	-1.3%	-73.7%	10.0%	1.1	-107.5%	i	45.3
O=C(Nc1ccccc1)OC1CCC2CC1CCC2OC(=O)Nc1ccccc1 (stereo not drawn)	2.0%	6.4%	-1.8%	16.7%	6.6%	2.4%	1.2	7.5%	i	31.7
Cc1cc(C)c(S(=O)(=O)N2CCCOC2CNC(=O)C(=O)NCc2cccnc2)c(C)c1 (stereo not drawn)	-0.1%	2.8%	-0.9%	-1.3%	-3.3%	-0.7%	1.2	16.6%	i	49.3
Cc1cc2nc(C)n(CCCNC(=O)Nc3ccc(C#N)cc3)c2cc1C	0.4%	21.7%	-0.2%	0.1%	-8.3%	10.9%	1.2	-6.8%	i	13.1
O=C(C1CCCCC1)N1CCN(c2ccnc3cc(Cl)ccc23)CC1	-1.2%	3.0%	2.9%	4.4%	.	3.0%	.	.	i	7.0
CSCCC(=O)N1CCC(n2nccc2NC(=O)CCCc2ccccc2)CC1	0.6%	.	-0.2%	-2.5%	.	.	.	.	i	5.9
NS(=O)(=O)c1ccc(CCN=C(NS(=O)(=O)c2cccs2)c2ccccc2)cc1	0.5%	2.5%	0.3%	0.1%	-1.3%	1.0%	1.4	3.4%	i	36.1
C/C(=N\NC(=O)c1ccc(Cl)c(Cl)c1)c1ccc(Br)s1	3.0%[50 µM]	5.8%	?	9.4%	12.6%	-3.7%	1.1	1.4%	i	29.3

Reprinted from the part before: two entries; new compounds follow.
SMILES	UTI89 phage lysis	M1AAP inhibition	West Nile virus CPE	RSV CPE inhibition	human PMI inhibition	P. falciparum M17LAP	TNAP activation fold	PMI inhibition	T cell modulator	T cell modulator vesicle-bound %
NS(=O)(=O)c1ccc(CCN=C(NS(=O)(=O)c2cccs2)c2ccccc2)cc1	0.5%	2.5%	0.3%	0.1%	-1.3%	1.0%	1.4	3.4%	i	36.1
C/C(=N\NC(=O)c1ccc(Cl)c(Cl)c1)c1ccc(Br)s1	3.0%[50 µM]	5.8%	?	9.4%	12.6%	-3.7%	1.1	1.4%	i	29.3
CCOC(=O)N1CCN(C(=O)c2c(O)c3cccc4c3n(c2=O)CC4)CC1	1.4%	0.7%	0.1%	0.5%	6.4%	7.2%	1.1	2.0%	i	21.5
O=C(Nc1ccccc1)Nc1cccc(C(F)(F)F)c1	-0.6%	0.8%	-1.9%	7.0%	-6.0%	7.2%	1.1	2.3%	i	49.4
CC(=O)c1ccc(N2CCN(S(=O)(=O)c3c(C)[nH]c(C)c3C(=O)N3CCCC3)CC2)cc1	0.1%	.	0.4%	1.2%	.	.	.	.	i	12.4
CCN(CC)C(=O)CC(c1ccc(F)cc1)c1ccc(OC(C)C)cc1 (stereo not drawn)	.	0.6%	-1.2%	.	9.2%	-10.2%	1.1	8.5%	.	.
[NH-]c1ncnc2c1N=C[N+]2=CC=CCO	-1.6%[50 µM]	3.6%	1.8%	1.9%	.	-7.7%	.	.	i	25.6
O=C(Nc1ccc2c(c1)OCO2)c1ccccc1	-0.7%	.	0.0%	-0.6%	.	.	.	.	i	22.2
COc1cc(-c2c(NC(=O)c3ccco3)oc3c(C)cccc3c2=O)cc(OC)c1OC	0.9%	.	2.5%	0.1%	.	.	.	.	i	49.8
COc1cccc(C(=O)NCCn2ccc3ccccc32)c1	1.2%	2.9%	-0.3%	1.3%	0.4%	3.3%	1	2.3%	i	26.4
COc1ccccc1N1CCN(C(CNS(=O)(=O)c2ccc(C)cc2)c2cccnc2)CC1 (stereo not drawn)	-0.1%	10.3%	0.1%	1.4%	12.5%	-8.2%	1	9.2%	i	8.6
O=C(Nc1cccc(F)c1)/C(=C\c1cccnc1)NC(=O)c1cccs1	-0.8%	0.0%	-0.2%	2.0%	-2.1%	7.1%	1.2	-2.3%	i	21.1
CCOc1ccccc1NC(=O)NCc1ccccc1F	0.5%	1.2%	-0.6%	0.7%	1.2%	-1.4%	1.1	5.3%	i	54.0
COC(=O)N/N=C(C)/C=C/c1ccccc1	1.0%	.	0.4%	8.3%	.	.	.	.	i	27.3
O/N=C1\CC2(Cc3nonc31)OCCO2	0.6%	-2.5%	0.3%	1.7%	-0.1%	-3.5%	1	4.9%	i	62.1
O=C(CSc1oc(-c2cccs2)nc1S(=O)(=O)c1ccccc1)NC1CCCCC1	1.9%	3.5%	-0.3%	-2.5%	17.4%	-0.4%	1.1	10.0%	i	24.2
Cc1cc(OCCCCCNCCO)cc(C)c1Cl	10.1%	-1.7%	-0.3%	-2.8%	12.4%	-6.7%	1	15.0%	i	39.1
COc1ccc(C(=O)N2CCN(C(C)=O)CC2)cc1S(=O)(=O)NCc1ccc(Cl)cc1	8.2%	4.6%	-0.2%	0.8%	-5.4%	-2.5%	1	-9.9%	i	23.7
Cc1ccc(OCC(=O)NCCO)c(Br)c1	0.9%	5.8%	0.2%	1.7%	9.5%	4.5%	1	3.2%	i	44.7
CCOC(=O)N1CCC(NC(=O)C2CCN(S(=O)(=O)N3CCCC3)CC2)CC1	0.2%	3.2%	-0.3%	1.0%	2.6%	-3.1%	1.1	4.2%	i	17.8
CCOC(=O)CSc1nnc(Cn2nnc3ccccc32)n1-c1ccc(F)cc1	.	3.6%	0.7%	1.3%	.	-4.8%	.	.	i	33.0
Cc1ccc(S(=O)(=O)N2CCCC(C(=O)NCc3ccccc3F)C2)cc1 (stereo not drawn)	0.1%	.	-0.3%	1.7%	.	.	.	.	i	37.8
Cc1ccc(S(=O)(=O)N(C)C)cc1NC(=O)Nc1ccccc1	-0.1%	3.2%	0.4%	.	.	-2.3%	.	.	i	51.5
Cc1noc(C)c1C(=O)NCc1cccs1	-0.9%	1.4%	0.4%	-0.5%	-3.4%	7.7%	1.1	-13.1%	i	9.0
Cn1c(=O)[nH]c(=O)c2c1nc(SCCC(=O)O)n2Cc1cccc(Br)c1	-0.1%	.	-0.5%	-2.4%	.	.	.	.	i	47.0
O=C(CN1C(=O)NC2(CCCC2)C1=O)Nc1ccc(F)c(F)c1F	0.1%	1.1%	0.5%	-1.4%	-0.5%	25.3%	1.1	-2.5%	i	42.2
O=C(NCC1CCCO1)c1ccc(-c2cccc(C(F)(F)F)c2)o1 (stereo not drawn)	-0.2%	.	-0.9%	5.7%	.	.	.	.	i	15.8
Cn1c(SCc2cc(=O)[nH]c3ccccc23)nnc1-c1ccc(Br)cc1	0.5%	14.5%	-0.4%	1.3%	11.8%	4.0%	1.1	6.7%	i	58.3
Cc1ccc(NC(=O)CCC(=O)NNS(=O)(=O)c2ccc(Cl)cc2)cc1C	0.4%[50 µM]	.	-0.6%	0.9%	.	.	.	.	i	15.3
Cc1nc2ccccc2n1S(=O)(=O)c1cc(C(=O)O)ccc1Cl	0.2%	.	1.0%	2.4%	.	.	.	.	i	53.6
CCOc1ccc(NS(=O)(=O)c2cc(C)c(C)cc2C)cc1	-0.4%	0.9%	-1.3%	18.2%	20.9%	-6.5%	1	21.3%	i	24.0
Nc1cc(-c2nc3ncccc3o2)ccc1Cl	0.7%	1.8%	2.1%	5.2%	10.7%	-4.9%	1	17.7%	i	8.7
